# Assay outcomes as filed in PubChem.
# Lamin A splicing – changes lamin A minigene splicing in HeLa cells; HeLa LMNA splicing GFP/RFP minigene ratio, 48 h; Potency, µM (doses to about 46.1 µM), inactives show at the highest dose ratio change, negative = inhibition, actives largely listed as inhibitors; 0.01% of 200,000 active; AID 1487; active means well fitted inhibition curve with a large enough effect in the signal ratio, with a control signal flat, not every such curve was filed as active; inconclusive means small, poorly fitted or top-dose-only effect, or effect the other way, or a change in a side signal; the % refers to the signal ratio; further: potency means the concentration at half of the fitted maximal effect; on the % scale 0 is the no-effect control and ±100 the full control effect
#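 Read-out is the ratio of GFP to DsRed2 object intensity, acquired by 488 nm laser-scanning cytometry on HeLa lamin A-EGFP minigene reporter cells. Compound incubation 48 hrs at 37 °C in Opti-MEM with 2% FBS; DMSO 0.5% final.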
# HTT ATP protect – cytoprotection in Huntington HTT-Q103 PC12 cell model | PC12 HTT-Q103 induced, cytoprotection, ATP luminescence, 40 h | Potency, µM (doses to about 56.4 µM), inactives show cytoprotection (ATP increase), actives largely listed as activators | 0.14% of 230,000 active;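 further: potency means the concentration at half of the fitted maximal effect; % of control where 0% means no effect; nearly all actives have a fitted effect of over 45% in size; toxic huntingtin expression switched on by the ecdysone agonist tebufenozide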
#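 PC12 cells stably carrying ecdysone-inducible Htt exon 1 (Q103)–GFP were induced with 100 nM tebufenozide (final) alongside library compounds in a dose series. Cytoprotection was scored as retained ATP by ATPlite luminescence.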
# GAA inh – alpha-glucosidase (human) inhibition. Potency, µM (series often up to 76.9 µM), for the others: at the highest dose activity change, negative = inhibition, hits mostly inhibitors. purified human GAA, 4-MU-alpha-glucoside fluorescence. P10253. 0.005% of 200,000 active;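 further: potency means the concentration at half of the fitted maximal effect; plate controls were uninhibited enzyme wells for no effect and no-enzyme background for full effect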
#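 Read-out is 4-methylumbelliferone fluorescence (Ex 365/Em 440 nm) after NaOH/glycine stop at pH 10. Enzyme 4 nM, substrate 400 uM, pH 5.0 citrate buffer, 20 min room temperature; AC50 from Hill-equation concentration-response.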
# HttQ103 aggreg – reduces HttQ103-GFP aggregates in PC12 cells | PC12 HttQ103-GFP aggregates, Acumen cytometry, 40 h | AID 1688 | Potency, µM (top dose mostly 46.1 µM), for the others: top-dose activity change, negative = inhibition, most hits filed as inhibitors | 1.1% of 220,000 active; further: potency means the concentration at half of the fitted maximal effect; on the % scale 0 is the no-effect control and ±100 the full control effect; nearly all actives have a fitted effect of over 60% in size
#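 Read-out: GFP aggregate count by laser scanning cytometer (488 nm excitation, 500-530 nm emission, 1–25 µm objects >6 SD above background). Cells: PC12, inducible HTTex1-Q103-GFP, 100 nM tebufenozide; compounds titrated.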
# GAA glycogen – inhibitors or activators of human alpha-glucosidase glycogen cleavage | P10253 | recombinant GAA, glycogen substrate, Amplex Red glucose oxidase fluorescence | Potency, µM (highest dose often 76.4 µM), without a hit: at the top dose activity change, negative = inhibition, hits mostly inhibitors | 0.38% of 300,000 active | AID 2100;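 further: potency means the concentration at half of the fitted maximal effect; 0% = full enzyme reaction and -100% = no-enzyme basal signal; the screen sought inhibitors and activators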
#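 Recombinant human enzyme (4 nM); glycogen substrate; 37 C, 40 min, pH 5.0. Readout: coupled glucose oxidase/Amplex Red fluorescence.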
# CBFb-RUNX1 inh – CBF-beta/RUNX1 interaction disruption. Q01196+Q13951. AlphaScreen CBFb-His/RUNX1-biotin binding, biochemical. Potency, µM (highest dose often 59.8 µM), without a hit: top-dose activity, negative = inhibition, hits mostly inhibitors. 230,000 tested, under 10 active; further: % of control where 0% means no effect
# Target sequence (Q01196 whole entry, looked up): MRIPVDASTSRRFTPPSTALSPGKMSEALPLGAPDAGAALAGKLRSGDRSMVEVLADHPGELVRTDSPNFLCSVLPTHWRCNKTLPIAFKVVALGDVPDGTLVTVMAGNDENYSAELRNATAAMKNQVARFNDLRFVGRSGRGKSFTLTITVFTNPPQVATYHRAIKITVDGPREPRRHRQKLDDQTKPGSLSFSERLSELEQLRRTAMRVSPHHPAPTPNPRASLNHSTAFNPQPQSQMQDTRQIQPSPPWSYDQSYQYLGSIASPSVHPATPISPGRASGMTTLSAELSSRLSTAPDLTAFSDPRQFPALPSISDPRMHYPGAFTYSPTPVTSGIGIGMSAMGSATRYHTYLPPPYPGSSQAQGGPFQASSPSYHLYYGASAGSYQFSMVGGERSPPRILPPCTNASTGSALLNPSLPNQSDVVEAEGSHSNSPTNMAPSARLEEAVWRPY
# Target sequence (Q13951 whole entry, looked up): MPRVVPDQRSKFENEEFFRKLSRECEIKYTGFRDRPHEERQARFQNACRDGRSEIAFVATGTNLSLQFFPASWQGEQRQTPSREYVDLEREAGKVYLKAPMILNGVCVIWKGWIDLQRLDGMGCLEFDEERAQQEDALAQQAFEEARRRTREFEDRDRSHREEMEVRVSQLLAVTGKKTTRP
#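 AlphaScreen proximity signal reports loss of binding between His-tagged CBF-beta and biotin-labelled RUNX1, each at 30 nM. Proteins are pre-associated for 20 minutes, compounds added for 15 minutes, then beads for 90 minutes, all at ambient temperature.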
# aGlu spleen mod – inhibits or activates alpha-glucosidase in human spleen homogenate | human spleen homogenate, 4-MU-alpha-glucoside fluorescence | Potency, µM (series often up to 79.9 µM), for the others: at the highest dose activity change, negative = inhibition, hits mostly inhibitors | 0.006% of 240,000 active | AID 2112;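 further: potency means the concentration at half of the fitted maximal effect; 0% = enzyme with vehicle and -100% = no enzyme basal signal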
#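 Enzyme source: human spleen homogenate, 1 ug/well. Buffer 50 mM citric acid/K phosphate pH 5.0, 0.01% Tween-20. 4-MU-alpha-glucoside 1 mM; 37 C x 40 min; NaOH/glycine stop; fluorescence.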
# Active calls of the source: *; ? = inconclusive; . = no result given; [ ] = another dose, or the depositor's remark. Unless noted, the call rests on the fitted dose curve; in most records, active means well fitted curve in the direction sought with a large enough effect; inconclusive means small, poorly fitted or top-dose-only effect, or another doubt; inactive means no such curve, though single readings can be large; an effect the other way counts as inactive or inconclusive. Not a hit list; about 1.5% have a hit in one of these screens.
SMILES,Lamin A splicing,HTT ATP protect,GAA inh,HttQ103 aggreg,GAA glycogen,CBFb-RUNX1 inh,aGlu spleen mod
O=C(COc1ccccc1)NC1=NCCS1,-1%,20%,2%,-1%,7%,-2%,-1%
Cc1cc(C)c(NS(=O)(=O)c2cccc3cccnc23)c(C)c1,.,9%[10 µM],-9%,-5%,3%,-3%,-3%
O=C(CSc1nc(-c2ccccc2)cs1)Nc1nccs1,4%,-20%,1%,2%,-2%,6%,-4%
CC(=O)N/N=C(\C)CC(=O)Nc1cccc(C(F)(F)F)c1,.,-25%,1%,-12%,-3%,6%,3%
COC(=O)c1c(C)[nH]c(C(=O)CSc2ccc(Cl)cc2)c1C,-10%,-26%,-20%,-26%,5%,-2%,0%
Fc1ccccc1N=C1NN=C(c2ccccc2)CS1,?,-134%[inhibitor],0%,?,-7%,-22%,7%
N/C(=N\c1nc(CSc2ccc(Cl)cc2)cc(=O)[nH]1)Nc1cccc2ccccc12,10%,-4%,-7%,5%,9%,-4%,-1%
Cc1ccc(S(=O)(=O)N/N=C/c2ccc(O)cc2O)cc1[N+](=O)[O-],.,-9%[10 µM],.,-5%[9.22 µM],25µM*,4%,-1%
CC(C)CN(C(=O)CSc1nnc2c(Cl)cc(C(F)(F)F)cn12)C1CCS(=O)(=O)C1 (stereo not drawn),-13%,20%[10 µM],-2%,-5%,-23%,16%,0%
Cc1[nH]c2ccccc2c1N=Nc1ccccc1C(=O)O,?,.,5%,-8%,-2%,0%,-1%
CN(C)C(=O)c1ccc(-c2cc(NCc3cccs3)ncn2)cc1,-2%,-34%[inhibitor],.,.,.,.,-14%
Cc1cc(N2CCN(S(=O)(=O)c3ccccc3)CC2)c2ccccc2n1,?,16%[10 µM],-11%,?,9%,-4%,-4%
Cc1ccccc1S(=O)(=O)NC1=NCCCCC1,-1%,5%[10 µM],-9%,-13%,3%,8%,-1%
CCOc1cccc(Nc2cc3n(c(=O)n2)CCc2cc(OC)c(OC)cc2-3)c1,-29%,-23%,-4%,?,-3%,-3%,-8%
COCCOC(=O)/C=C1/NC(=O)CS1,4%,16%[10 µM],2%,4%,0%,8%,3%
COc1ccc(-c2nn(-c3ccccc3)cc2/C=C(\C#N)S(=O)(=O)c2ccccc2)cc1OC,-1%,6%[10 µM],2%,-4%,2%,1%,2%
O=C(COC(=O)c1ccccc1S(=O)(=O)N1CCCCC1)NCC(F)(F)F,8%,1%,6%,0%,7%,19%,-8%
O=P(c1ccccc1)(c1ccccc1)C1CCCO1 (stereo not drawn),-1%,1%,?,-12%,-6%,-1%,6%
CCOc1ccc(CCNC(=O)C2CCN(S(=O)(=O)CC)CC2)cc1OCC,7%,-2%,-1%,25%,-3%,0%,5%
CN(N)C(=S)Nc1ccc(F)cc1,0%[46 µM],-20%,1%,-8%,-7%,-1%,4%
CCC(OC(=O)c1cccs1)C(=O)NCc1ccco1 (stereo not drawn),-12%,-3%[10 µM],-9%,-4%,1%,8%,-6%
Cc1cc(C)nc(SCC(=O)Nc2ccc(S(=O)(=O)NC(C)(C)C)cc2)n1,?,17%,1%,?,5%,-3%,8%
COc1cc(C(=O)O)ccc1OCc1c(C)noc1C,6%,-72%[inhibitor][10 µM],-2%,?,0%,4%,-1%
Cc1cc(C)c(C#N)c(SCCS(=O)(=O)Cc2ccc(Cl)cc2)n1,-1%,3%,11%,2%,-10%,-16%,5%
CCOC(=O)c1ccc(Nc2ncnc3c2cnn3C)cc1,-6%,3%,-8%,-12%,8%,4%,6%
CCN(CC)CCCNC(=O)CSc1nc(C)cc(C)n1,?,-10%,4%,-17%,11%,-1%,3%
N#CC1=C(N)Oc2n[nH]c(-c3cccnc3)c2C1c1ccc([N+](=O)[O-])o1 (stereo not drawn),.,-172%[inhibitor],-5%,?,-15%,5%,-4%
C=CCNC(=O)COc1ccccc1C#N,.,-32%[inhibitor],-4%,29%,4%,12%,-1%
CC(C)(C)NC(=O)CN(C(=O)C1CSC(=O)C1)c1ccccc1F (stereo not drawn),?,0%,2%,-8%,-1%,-2%,-18%
c1ccc(Nc2ncnc3c2oc2ccccc23)cc1,?,-48%[inhibitor],1%,-18%,6%,15%,-3%

# An excerpt from above, limited to HTT ATP protect and HttQ103 aggreg.
mol,HTT ATP protect,HttQ103 aggreg
CCN(CC)CCCNC(=O)CSc1nc(C)cc(C)n1,-10%,-17%
N#CC1=C(N)Oc2n[nH]c(-c3cccnc3)c2C1c1ccc([N+](=O)[O-])o1 (stereo not drawn),-172%[inhibitor],?

# Other compounds:
SMILES,Lamin A splicing,HTT ATP protect,GAA inh,HttQ103 aggreg,GAA glycogen,CBFb-RUNX1 inh,aGlu spleen mod
O=C(NCC1CCCO1)C(c1ccc(F)cc1)N(CCCN1CCOCC1)C(=O)c1ccc(-c2ccccc2)[nH]1 (stereo not drawn),?,-62%[inhibitor],-5%,13%,6%,-1%,4%
Cc1cccc(NC(=O)COC(=O)Cc2c[nH]c3ccccc23)c1C,-3%,-18%[1.9 µM],-3%,4%,-8%,-3%,-6%
CC(C)(C)C1CCc2c(sc(NC(=O)C3CCCO3)c2C(N)=O)C1 (stereo not drawn),18%,-17%,-4%,?,-11%,0%,-1%
O=C(NCc1ccccc1Cl)C1CCN(S(=O)(=O)N2CCCCC2)CC1,2%,-3%,3%,9%,6%,2%,-4%
CCOc1ccc(N(Cc2ccc(OC)c(OC)c2)C(=O)c2ccco2)cc1,?,-6%[10 µM],-6%,-2%[9.22 µM],-14%,2%,-2%
Cn1nnnc1SCc1cccc2ccccc12,.,-16%,-7%,-12%,4%,24%,-2%
C=CCOC(=O)C1=C(C)NC(=O)NC1C1CC=CCC1 (stereo not drawn),-7%,-8%,3%,-6%,-1%,-1%,-4%
O=C(O)CC(NC(=O)Cc1ccc(Cl)cc1)c1ccco1 (stereo not drawn),18%[46 µM],-26%,-9%,18%,?,12%,3%
O=S(=O)(NCCn1ccc2ccccc21)c1ccccc1,-18%,4%[10 µM],-5%,3%,-8%,-2%,-2%
COc1ccc(OCCCC(=O)Nc2ccc3c(c2)OCCO3)cc1,2%,-10%[10 µM],-13%,-10%,-2%,-9%,-3%

# Three structures from above, ordered by heavy-atom count, descending:
SMILES,Lamin A splicing,HTT ATP protect,GAA inh,HttQ103 aggreg,GAA glycogen,CBFb-RUNX1 inh,aGlu spleen mod
O=C(NCC1CCCO1)C(c1ccc(F)cc1)N(CCCN1CCOCC1)C(=O)c1ccc(-c2ccccc2)[nH]1 (stereo not drawn),?,-62%[inhibitor],-5%,13%,6%,-1%,4%
COc1ccc(OCCCC(=O)Nc2ccc3c(c2)OCCO3)cc1,2%,-10%[10 µM],-13%,-10%,-2%,-9%,-3%
O=C(O)CC(NC(=O)Cc1ccc(Cl)cc1)c1ccco1 (stereo not drawn),18%[46 µM],-26%,-9%,18%,?,12%,3%

# Remaining list, next part
SMILES,Lamin A splicing,HTT ATP protect,GAA inh,HttQ103 aggreg,GAA glycogen,CBFb-RUNX1 inh,aGlu spleen mod
CCOc1ccccc1NC(=O)CCn1c(=O)oc2ccccc21,9%,-11%,0%,-7%,-13%,-1%,-11%
CC1(C)C2CCC1(C)C(NC1=NCCC1)C2 (stereo not drawn),-7%,-13%[10 µM],?,-13%,3%,5%,5%
CSc1ccc(-c2nc3cnccn3c2Nc2ccc3c(c2)OCO3)cc1,?,-48%[inhibitor],-28%,25%[9.22 µM],22µM*,?,-4%
COc1ccccc1N1CCN(CC(=O)N2CCCC2)CC1,.,4%[10 µM],12%,6%[9.22 µM],8%,2%,-2%
Cc1cc2cc(CNC(=O)Nc3ccccc3)ccc2[nH]1,11%[9.22 µM],-46%[inhibitor],?,0%,0%,-6%,4%
O=C(NCC1(c2ccccc2)CCCC1)c1ccco1,?,17%[10 µM],0%,-4%[9.22 µM],-3%,4%,13%
CN(C)Cc1ccccc1Sc1ccccc1Br,?,.,-23%,6%,0%,3%,-4%
O=C(Nc1nnc(C2CC2)s1)c1cc(-c2ccccc2)nn1-c1ccccc1,?,-4%[10 µM],-22%,?,-7%,3%,0%
N=C1S/C(=C\c2ccc(-c3ccccc3C(=O)O)o2)C(=O)N1c1ccc2c(c1)OCO2,.,-102%[inhibitor],?,22%,1%,-4%,3%
COc1ccc(CN2CCC(C(=O)N(C)CCc3ccc(OC)c(OC)c3)CC2)c(OC)c1,3%,-8%[10 µM],?,19%,0%,9%,0%
O=Cc1ccc(N2CCCCCC2)cc1,-11%,-13%,2%,10%,8%,14%,3%
Cc1cc(-c2nnc(CCC(=O)N(C)Cc3ccsc3)o2)no1,.,-13%[10 µM],10%,-3%[9.22 µM],-4%,7%,-2%
CC(C)(C)C(=O)NC(=S)Nc1ccccc1C(=O)NC1CCCCC1,.,-25%,2%,17%,5%,12%,-1%
CO[C@H]1COC(=O)[C@@H](CCSC)NC(=O)C/C=C\[C@@H](C)COC(=O)[C@@H](OCc2ccccc2)/C=C\[C@@H]1C,.,-28%[10 µM],.,.,.,-6%[13.1 µM],-7%[17.4 µM]
CCOc1ccc(N(CC(=O)NCc2ccco2)S(=O)(=O)c2ccc(OC)c(OC)c2)cc1,4%,1%[1.9 µM],-5%,24%,2%,-2%,-4%
CC(C(=O)Nc1ccc(F)c(F)c1F)N(C)CC(=O)Nc1ccccc1Br (stereo not drawn),-4%,16%[1.9 µM],0%,5%,10%,3%,-6%
COCCNC(=O)CSc1nc(-c2ccccc2)cs1,8%,-36%,-2%,5%,-2%,7%,2%
O=C(CSc1nnc(CN2CCCCCC2=O)n1-c1ccccn1)NCC(F)(F)F,?,6%,-1%,-7%,2%,4%,2%
Cc1ccc(S(=O)(=O)N2CCN(S(=O)(=O)c3ccc(C)cc3)C3OCCOC32)cc1 (stereo not drawn),2%,-12%,-5%,-8%,4%,-6%,1%
Cc1ccc(C(=O)NN2C(=O)/C(=C/c3cccn3C)SC2=S)cc1,?,32%[10 µM],-11%,2%,-8%,?,-11%
O=c1[nH]cc(O)c(=O)[nH]1,35%[46 µM],-9%[10 µM],-1%,-23%[9.22 µM],5µM*,-4%,5%
CCN(CC)C(=O)COc1ccc(/C(C)=N/Nc2ncc(Cl)cc2Cl)cc1,.,2%[10 µM],?,-9%[9.22 µM],?,2%,-2%
CN(C)c1nc(N/N=C/c2c[nH]c3ccccc23)nc(N2CCOCC2)n1,.,?,-9%,-3%,?,29%,.
